# ERa coact inh: ER-alpha (human) coactivator binding inhibition | TR-FRET ER-alpha LBD / SRC-1 peptide, estradiol-bound | inhibition, % at 25.6 µM | 86,000 compounds, 1.7% hits | AID 629; in the data active = inhibition above about 50%;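 note: 0% = receptor plus peptide control and 100% = peptide only without receptor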
# Target sequence (P03372 whole entry, looked up, the tested form may be a part): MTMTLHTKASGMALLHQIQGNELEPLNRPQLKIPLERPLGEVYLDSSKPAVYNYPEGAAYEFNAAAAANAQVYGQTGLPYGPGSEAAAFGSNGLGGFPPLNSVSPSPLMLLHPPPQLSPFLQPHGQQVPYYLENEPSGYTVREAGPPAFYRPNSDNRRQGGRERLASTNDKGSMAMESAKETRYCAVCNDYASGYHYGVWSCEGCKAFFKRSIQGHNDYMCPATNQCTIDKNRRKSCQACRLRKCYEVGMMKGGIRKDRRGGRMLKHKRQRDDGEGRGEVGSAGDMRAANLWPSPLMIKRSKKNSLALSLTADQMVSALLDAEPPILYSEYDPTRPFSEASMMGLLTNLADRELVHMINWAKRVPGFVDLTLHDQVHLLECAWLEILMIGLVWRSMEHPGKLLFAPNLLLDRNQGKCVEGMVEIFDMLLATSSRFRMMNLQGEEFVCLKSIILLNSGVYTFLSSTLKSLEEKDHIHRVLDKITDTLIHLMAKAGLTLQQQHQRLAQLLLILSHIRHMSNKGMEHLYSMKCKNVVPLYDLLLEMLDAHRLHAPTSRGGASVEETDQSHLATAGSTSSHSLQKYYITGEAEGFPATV
# MT1-MMP txn act: MT1-MMP promoter transcription activation. HT1080 MT1-MMP promoter luciferase reporter, luminescence, overnight; active compounds read high. activation factor at 10 µM. 86,000 compounds, 0.16% hits;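 active = activation factor of at least 2 for MT1-MMP transcription at 10 µM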
# Mac1 fbg enh: increases human CD11b/CD18 adhesion to fibrinogen. K562 CD11b/CD18 adhesion to fibrinogen, ATPlite luminescence. P05107+P11215. activation, % at 10 µM. 93,000 compounds, 0.07% hits;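 active = 10 µM primary screen giving 50% or more activity, confirmed by 40% or more on retest at that dose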; note: strong numbers were not always called active
# ERa coact pot: ER-alpha (human) coactivator binding potentiation; P03372; TR-FRET ERalpha-LBD/SRC-Cy5 coactivator binding, 2 h; 100 = basal binding, no effect; coactivator binding (% of control), % at 25.6 µM; 86,000 compounds, 1.3% hits; AID 639; in the data active = activity above about 200%;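 note: binding measured in presence of low estradiol as agonist stimulus; 0% = peptide alone without receptor and 100% = receptor with peptide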
# HUVEC inhibit: blocks proliferation of human endothelial cells. 86,000 compounds, 1.1% hits. viability, % at 10 µM (by protocol). HUVEC proliferation, CellTiter-Glo luminescence, 72 h; active compounds read low;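 active = viability at or below 30%; inactive = viability above 30%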;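 note: 100% = median luminescence of DMSO-only cell control wells on each plate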
# ERb SRC1 inh: blocks coactivator binding to human estrogen receptor beta. TR-FRET ER-beta LBD / SRC1-Cy5 peptide binding; receptor agonist-loaded with 1 µM estradiol. inhibition, % at 25.6 µM. 86,000 compounds, 1.3% hits. AID 633;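 active = compounds whose percent inhibition of the receptor-coactivator binding signal exceeds about 50% in the single-dose screen, limit read from the data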;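 note: 0% = receptor plus peptide wells without compound and 100% = peptide-only wells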
# Fibroblast inh: blocks proliferation of human lung fibroblasts; LL 47 human lung fibroblast viability, ATP luminescence; active compounds read low; viability, % at 10 µM; 85,000 compounds, 1.1% hits; AID 719;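 active = viability at or below 50% in the single dose screen; inactive = viability above 50%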;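 note: compound exposure lasted 72 h before the ATP readout; 100% = median luminescence of untreated cell-only wells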
#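 Assay system: human lung fibroblast line LL 47, low passage. Input: 1,150 fibroblasts seeded per well. Times: overnight cell rest, 72 h compound treatment at 37 °C. Evaluation: % viability of median cell-only signal. Technique: luminescent ATP detection, CellTiter-Glo. Control set: cell-only wells, no compound.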
# Smad3 FoxH1 inh: Smad3 (human) transcription factor binding inhibition; inhibition, % at 25 µM; 88,000 compounds, 0.29% hits; AID 630; TR-FRET Smad3/Dy647-FoxH1 peptide binding, europium anti-His; P84022;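 active = compounds that reduce the energy-transfer binding signal between the protein and its labelled peptide by more than half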;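 note: 0% = Smad3 plus labelled peptide maximal FRET and 100% = peptide-only background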
# Target sequence (P84022 whole entry, looked up): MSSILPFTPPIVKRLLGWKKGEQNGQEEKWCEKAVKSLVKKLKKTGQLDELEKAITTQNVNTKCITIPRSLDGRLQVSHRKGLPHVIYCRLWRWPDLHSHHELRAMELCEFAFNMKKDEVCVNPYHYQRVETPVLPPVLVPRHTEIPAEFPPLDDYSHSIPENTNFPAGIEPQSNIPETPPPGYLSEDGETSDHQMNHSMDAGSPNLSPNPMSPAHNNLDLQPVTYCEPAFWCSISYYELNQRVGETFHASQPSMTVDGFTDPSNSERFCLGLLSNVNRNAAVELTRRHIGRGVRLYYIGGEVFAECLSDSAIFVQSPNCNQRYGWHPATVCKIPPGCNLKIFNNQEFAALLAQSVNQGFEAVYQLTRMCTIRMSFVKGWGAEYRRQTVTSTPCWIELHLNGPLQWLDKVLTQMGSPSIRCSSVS
# H69AR growth 86K: growth inhibitors of human H69AR lung tumor cells. H69AR lung tumor viability, ATP luminescence, 72 h; active compounds read low. viability, % at 10 µM. 85,000 compounds, 6% hits;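 active = viability at or below 40%; inactive = viability above 40%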;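 note: multidrug resistant small cell line overexpressing MRP-1 efflux transporter; 100% = mean luminescence of untreated control wells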
# * hit, by the source's call; . = no result given; + = active, no number; [ ] = dose if it differs, or a comment.
SMILES,ERa coact inh,MT1-MMP txn act,Mac1 fbg enh,ERa coact pot,HUVEC inhibit,ERb SRC1 inh,Fibroblast inh,Smad3 FoxH1 inh,H69AR growth 86K
COc1ccc2oc(=O)c(C(=O)N3CCc4ccccc43)cc2c1,-1,1.3,6,151,96,-4[fluorescence artefact?],95,2,94
CC1CCCCN1C(=O)Cn1cc(C(=O)c2ccco2)c2ccccc21 (centres undefined),0,1.1,3,117,90,-12,90,2,88
CCN(CC)C(=O)c1sc2nc(-c3cccs3)cc(-c3ccc(Cl)cc3)c2c1N,12[fluorescence artefact?],1.1,.,174,108,5,87,12[fluorescence artefact?],90
CCOC(=O)c1cc2n(c1N)-c1ccccc1C2=O,6,1.2,-2,116[fluorescence artefact?],99,-9,106,-2,.
COc1ccccc1C(=O)N1CCN=C1SC,-1,1.1,-1,97,91,-5,106,1,93
CCOC(=O)c1c(-c2ccc(C)o2)csc1NC(=O)CN1CCN(CC)CC1,-1,1.2,2,104,61,7,85,4,64
CC(C)C1Cc2c(sc3c2c(=O)n(-c2ccccc2)c2nncn32)CO1 (centres undefined),6,1.1,.,108,40,3,98,6,106
COC(=O)c1c(C)noc1-c1cc(C)on1,-7,1.3,2,111,103,-8,97,8,102
CSc1nsc(SCC(=O)N2CCCc3ccccc32)n1,-8,1.1,2,104,85,-4,95,-1,111
CCCCCCC1CC(CSc2ncn[nH]2)OC1=O (centres undefined),-4,1.1,6,110,81,-1,94,8,95
COc1cc(-n2c(C)nc3cc(C(=O)NCc4ccco4)ccc32)cc(OC)c1OC,-2,0.8,.,102,101,-5,108,5,81
CCOc1ccc(CN2C(=O)CCC2(C)C(=O)NCc2cccnc2)cc1 (centres undefined),13,1,-2,141,93,-4,102,2,104
C=CCNc1nc(N2CCCC2)nc2ccccc12,-5,1.1,-4,103,91,-2,90,-2,61
c1n[nH]c(NCc2ccc3c(c2)OCO3)n1,-3,1.1,-3,130,91,-5,109,-5,81
COc1ccc(S(=O)(=O)N(C)c2ccc(C(=O)N3CCOCC3)cc2)cc1OC,-5,.,-3,94,116,0,106,-10,97
COc1cc(-c2nc(S(=O)(=O)c3ccc(C)cc3)c(N(C)C)o2)cc(OC)c1OC,-1,1.1,-4,103,101,-10,90,16,84
COc1ccc(NS(=O)(=O)c2ccc3c(c2)CCC(=O)N3)c(OC)c1,1,1.2,-3,119,90,16,112,10,89
Cc1nc2nc(Cc3ccccc3)[nH]n2c(=O)c1Cc1ccccc1,12,1.1,-3,100,106,3,108,8[fluorescence artefact?],85
Cc1ccnc(SCCn2c(N3CCOCC3)nc3c2c(=O)n(C)c(=O)n3C)n1,-8,1.1,.,107,101,-15,98,0,88
CN(C)S(=O)(=O)c1ccc(S(=O)(=O)N(CC(=O)Nc2ccccc2)Cc2ccco2)cc1,-7,1,2,106,94,-3,96,9,91
COc1ccc(-c2noc(C3CCCN(C(=O)CCc4ccccc4)C3)n2)cc1 (centres undefined),-3,1.3,-1,93,86,-8,102,-1,93
CCOC(=O)C1=C(C)N=c2s/c(=C3/C(=O)Nc4ccccc43)c(=O)n2C1c1ccc(C)cc1 (centres undefined),3[fluorescence artefact?],1.2,.,97,3.2*,5[fluorescence artefact?],88,1[fluorescence artefact?],1.8*
COc1ccc(N(CC(=O)O)S(=O)(=O)c2cccnc2)cc1,-4,1.2,-2,139,108,-6[fluorescence artefact?],.,12,106
COc1ccccc1N1CCN(C(c2cccs2)C(C)NS(=O)(=O)c2ccccc2)CC1 (centres undefined),-4,1.2,-7,93,90,3,101,15,86
COCCC(=O)NC12CC3CC(CC(C3)C1)C2,-1,1.2,2,112,91,-3,105,-2,110
Cn1c(=O)c2c(nc(SCC(=O)c3cccs3)n2Cc2ccc(F)cc2)n(C)c1=O,9[fluorescence artefact?],1.2,-1,+[fluorescence artefact?],78,35[fluorescence artefact?],80,5[fluorescence artefact?],80
CC12CCC(C(=O)Nc3ccccc3Br)(C/C1=N\O)C2(C)C (centres undefined),-3,1.1,.,110,102,-7,95,-9,96
COc1cc(C(=O)NCCC(=O)NCc2ccc3c(c2)OCO3)cc(OC)c1OC,-2,1.3,.,126,98,3,104,-1,92
O=c1oc2ccccc2c(N2CCCC2)c1CN1CCCC1,-1,1.1,0,100,100,2,98,-4,91
O=C(NCc1ccco1)c1cc2n(n1)C(C(F)(F)F)CC(c1ccc(Br)cc1)N2 (centres undefined),8,1.2,-3,106,68,6,93,7,94
O=S(=O)(c1ccc(Cl)cc1)N1CCC(N2CCCCCC2)CC1,9[fluorescence artefact?],1,-2,107,98,3[fluorescence artefact?],97,13,94
Cn1c(SCc2ccc(F)cc2)nnc1-c1ccccn1,29,1.9,0,104,102,27,111,-8,.
CCc1c(C)sc2nc(SCC(=O)Nc3cc(C)on3)n(CCOC)c(=O)c12,14,.,-2,174,85,20,91,-4[fluorescence artefact?],70
COc1cc(OC)cc(C(=O)Nc2cccc(N3CCCC3)c2)c1,-20,1.2,1,118,95,-18,101,5,78
Clc1cccc(-c2cc3nc4c(c(N5CCOCC5)n3n2)CCCC4)c1,-4,1.1,4,115,96,2,89,-3,78
COc1ccccc1CNC(=O)CS(=O)Cc1nc(-c2ccccc2C)oc1C (centres undefined),-11,1.1,-2,94[fluorescence artefact?],102,-6,95,1,100
COc1cccc(-n2nc(C(=O)O)c3ccccc3c2=O)c1,2[fluorescence artefact?],1.2,5,122[fluorescence artefact?],96,1[fluorescence artefact?],105,-6,88
CC(C)C(C(=O)NCC1CCCO1)N(Cc1ccco1)C(=O)CNS(=O)(=O)c1ccccc1 (centres undefined),-3,1.2,2,123[fluorescence artefact?],97,2,95,0,103
CC1CN(C(=O)c2cccs2)CCN1C(=O)c1cccs1 (centres undefined),-9,1.1,-1,108,94,-4,98,-3,122
O=C(NC(Cc1ccccc1)C(=O)N1CCCC1C(=O)O)c1ccccc1 (centres undefined),-7,1.1,-2,116,102,30,99,4,106
Cn1c(=O)n(CCc2ccccc2)c(=O)c2c1nc1n2CCCN1c1ccccc1,2,1.4,-4,149[fluorescence artefact?],96,-10[fluorescence artefact?],101,2,51
Cc1ccc(C)n1-c1cccc(C(=O)O)c1,0,1.2,8,328*,108,25,106,1,101
Cc1ccc(S(=O)(=O)/C(C#N)=C/c2c(N3CCC(C(N)=O)CC3)nc3c(C)cccn3c2=O)cc1,7,1,4,81[fluorescence artefact?],74,5,91,11,81
CCN1C(=C2C(=O)c3ccccc3C2=O)C=Cc2ccccc21,1,1.1,0,130,95,-15,100,8,83
Cc1n[nH]c(C)c1S(=O)(=O)N1CCC(C(=O)O)CC1,2[fluorescence artefact?],0.9,11,94,107,-1,115,2,84
Cc1ccccc1NC(=O)N1C2CCCC1CC(NC(=O)C(C)(C)C)C2 (centres undefined),-7,0.9,3,118[fluorescence artefact?],100,-7,94,-1,85
CCOC(=O)c1c(C)[nH]c(C(=O)OC)c1CCC(=O)OC,4[fluorescence artefact?],1,1,116,98,2[fluorescence artefact?],100,5[fluorescence artefact?],89
Cc1cc(C(F)F)n2nc(C(=O)Nc3cccnc3Cl)nc2n1,4,1,.,102,100,-6,98,-2,93
CC(C)Cc1cc(C(=O)NCc2cccs2)no1,6,1.6,4,156,99,0,101,-9,102
COc1ccc(NC(=O)CCn2cccc2)cc1,-1[fluorescence artefact?],1.1,-3,111,106,-1[fluorescence artefact?],109,9,97
CO/N=C/NC(=O)Cc1cn(-c2ncc(C(F)(F)F)cc2Cl)c2ccccc12,-2[fluorescence artefact?],1.2,-3,98,94,-3,92,-1,111
CCOc1cc(Br)c(C(=O)O)cc1OCC,-1,1.3,-4,94,102,5,107,2,101
Oc1c(C(c2cccs2)N2CCN(c3cccc(Cl)c3)CC2)sc2ncnn12 (centres undefined),-4,0.9,-4,82[fluorescence artefact?],104,-5,95,2,84
CC(=O)N1CC2(C)CN(C(C)=O)CC(C)(C1)C2O (centres undefined),2,1,0,112,103,-8,104,-6,101
O=C(Nn1c(-c2ccccc2)nc2ccccc2c1=O)c1ccco1,-3,1.2,-2,120[fluorescence artefact?],94,-4,102,12,97
CCOc1ccc(NC(=O)Cn2nnc(C(=O)NCCc3ccc(OC)c(OC)c3)c2N)cc1,1,1,7,104,94,3,103,-5,94
CCOC(=O)c1ccc(CC(=O)c2oc3cc(O)ccc3c2C)o1,5,1.2,0,45[fluorescence artefact?],94,11,105,0,93
COC(=O)C1=C(C)N=C2SC(C)C(=O)N2C1c1cccc(F)c1 (centres undefined),0,1,-2,115,96,-6,94,1,107
CCc1nnc(NC(=O)C2CCCN2S(=O)(=O)c2ccc(F)cc2)s1 (centres undefined),3,1.2,-2,125,102,6[fluorescence artefact?],100,0,92
O=C(CN(C1CCCCC1)S(=O)(=O)c1ccc(Cl)cc1)NCc1ccncc1,-4[fluorescence artefact?],1.1,-2,108,100,-1,95,9[fluorescence artefact?],89
# Next section:
SMILES,ERa coact inh,MT1-MMP txn act,Mac1 fbg enh,ERa coact pot,HUVEC inhibit,ERb SRC1 inh,Fibroblast inh,Smad3 FoxH1 inh,H69AR growth 86K
Cc1ccc(C(C)C)cc1S(=O)(=O)NCc1cccnc1,0[fluorescence artefact?],1.1,-4,123,87,-1[fluorescence artefact?],100,1[fluorescence artefact?],85
CCCOC(=O)NC1CCS(=O)(=O)C1 (centres undefined),0,1.1,.,90,99,-3,98,2,100
CCn1c2ccccc2c2nn(C)c(=N)nc21,2[fluorescence artefact?],1.2,3,98,103,4,103,-1,93
CCN(CC)C(=O)CSC1=Nc2ccccc2C2=NC(Cc3c[nH]c4ccccc34)C(=O)N12 (centres undefined),-5,1.2,4,106,80,2,95,5,56
O=C1C(Cl)=C(N2CCCCC2)C(=O)C(Cl)=C1c1cnc(N2CCCCC2)s1,23[fluorescence artefact?],.,.,31[fluorescence artefact?],14*,48[fluorescence artefact?],19*,14,1.6*
CCCCN1C(=O)C(O)=C(C(C)=O)C1c1ccccc1 (centres undefined),6[fluorescence artefact?],1.2,-3,110,105,-6[fluorescence artefact?],102,3,107
CN1C(=O)CSc2ccc(NC(=O)N3CCOCC3)cc21,-2,.,2,105,85,-7,103,5,99
CC(=O)c1cc2c(cc1NC(=O)CN1CCCCC1C)OCO2 (centres undefined),-1,1.1,-5,97,84,4,93,11,96

# 6 structures out of the list, sorted by molecular weight, highest first.
SMILES,ERa coact inh,MT1-MMP txn act,Mac1 fbg enh,ERa coact pot,HUVEC inhibit,ERb SRC1 inh,Fibroblast inh,Smad3 FoxH1 inh,H69AR growth 86K
COc1ccccc1N1CCN(C(c2cccs2)C(C)NS(=O)(=O)c2ccccc2)CC1 (centres undefined),-4,1.2,-7,93,90,3,101,15,86
COc1cc(-c2nc(S(=O)(=O)c3ccc(C)cc3)c(N(C)C)o2)cc(OC)c1OC,-1,1.1,-4,103,101,-10,90,16,84
CC(C)C1Cc2c(sc3c2c(=O)n(-c2ccccc2)c2nncn32)CO1 (centres undefined),6,1.1,.,108,40,3,98,6,106
Cc1cc(C(F)F)n2nc(C(=O)Nc3cccnc3Cl)nc2n1,4,1,.,102,100,-6,98,-2,93
COc1ccc2oc(=O)c(C(=O)N3CCc4ccccc43)cc2c1,-1,1.3,6,151,96,-4[fluorescence artefact?],95,2,94
CN1C(=O)CSc2ccc(NC(=O)N3CCOCC3)cc21,-2,.,2,105,85,-7,103,5,99

# Only part of the results is shown; count on the stated rates, not on these rows.
